CHRM4 agonist: CHRM4 agonism in calcium assay | P08173 | CHO-K1 hM4/Gqi5, Fluo-8 calcium fluorescence; vehicle 0%, full acetylcholine response 100% | activation, % at 3 µM | hit rate 0.14% among 360,000 | AID 624127;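 active = activation above the run mean over all test wells plus 3 SD, cut at about 32% in these data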;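 note: peak over basal fluorescence ratio per well then scaled between controls; 0% = DMSO wells and 100% = acetylcholine at EC100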
Target sequence (P08173 whole entry, looked up): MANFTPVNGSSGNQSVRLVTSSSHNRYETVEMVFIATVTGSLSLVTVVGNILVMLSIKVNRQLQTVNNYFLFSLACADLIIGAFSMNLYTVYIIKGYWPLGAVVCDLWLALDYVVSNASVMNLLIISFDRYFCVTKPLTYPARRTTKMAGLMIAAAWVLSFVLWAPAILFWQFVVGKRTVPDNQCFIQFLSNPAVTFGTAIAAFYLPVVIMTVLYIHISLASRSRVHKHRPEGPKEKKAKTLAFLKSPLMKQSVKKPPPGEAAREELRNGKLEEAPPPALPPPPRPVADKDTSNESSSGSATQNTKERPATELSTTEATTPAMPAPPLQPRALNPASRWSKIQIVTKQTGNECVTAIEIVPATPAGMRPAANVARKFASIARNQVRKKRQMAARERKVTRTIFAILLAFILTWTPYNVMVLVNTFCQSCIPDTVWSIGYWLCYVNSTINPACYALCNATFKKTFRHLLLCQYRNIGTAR
M1 PAM: potentiates human M1 receptor response to acetylcholine; P11229; CHO-K1 hM1, Fluo-8 calcium fluorescence, ACh EC20; 0% = ACh EC20, 100% = maximal ACh; activation, % at 3 µM; hit rate 0.088% among 360,000; in the data active = activation above about 19%, passing the limit was not always enough
Target sequence (P11229 whole entry, looked up): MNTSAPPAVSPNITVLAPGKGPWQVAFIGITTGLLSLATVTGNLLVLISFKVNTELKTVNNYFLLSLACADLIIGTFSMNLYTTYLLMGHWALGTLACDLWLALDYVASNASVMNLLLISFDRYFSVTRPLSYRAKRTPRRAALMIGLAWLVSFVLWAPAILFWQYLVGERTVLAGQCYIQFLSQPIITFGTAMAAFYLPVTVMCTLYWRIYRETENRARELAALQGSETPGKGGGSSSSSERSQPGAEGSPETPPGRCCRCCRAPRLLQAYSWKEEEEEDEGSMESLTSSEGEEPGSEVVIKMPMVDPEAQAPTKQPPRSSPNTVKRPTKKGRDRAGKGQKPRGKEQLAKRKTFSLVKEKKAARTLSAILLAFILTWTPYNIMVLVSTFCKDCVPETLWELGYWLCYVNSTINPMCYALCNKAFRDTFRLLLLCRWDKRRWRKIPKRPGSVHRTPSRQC
M1 ag: human M1 muscarinic receptor agonism | P11229 | CHO-K1 hM1, Fluo-8 calcium fluorescence, agonist mode; 0% DMSO, 100% acetylcholine EC100 | activation, % at 3 µM | hit rate 0.33% among 360,000 | AID 588814;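 active = activation above the run's mean compound activation plus 3 SD, cut at about 16% in these data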;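 note: peak over basal fluorescence ratio within a 140 s kinetic read after compound addition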
OXTR potentiate: human OXTR potentiation; hit rate 0.061% among 320,000; AID 2445; activation, % at 3 µM; CHO-OTR cells, Fluo-8 calcium fluorescence, potentiator mode; 0% = oxytocin EC15, 100% = EC100; P30559;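 active = activation above that plate's cutoff, the mean activation of tested compounds plus 3 SD, cut at about 6.6% in these data, passing the limit was not always enough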;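 note: 100% uses oxytocin at 75 nM as the full agonist control; some results filed as inactive read as strong as hits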
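assay system = CHO-OTR cells, human receptor | schedule = compound 6 min at room temperature before oxytocin, 100 s read | detection = Fluo-8 intracellular calcium fluorescence, ex 470-495, em 515-575 nm | evaluation = normalized max/min fluorescence ratio, % activation | control set = EC15 oxytocin alone as 0%, 75 nM oxytocin (EC100) as 100%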
CHO-K1 Ca ag: M1 agonist counterscreen hit in parental CHO-K1 cells; hit rate 0.48% among 360,000; AID 602248; Fluo-8 calcium fluorescence; scaled to maximal ATP response, vehicle zero; activation, % at 3 µM; in the data active = activation above about 15%;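 note: untransfected CHO-K1 host cells lacking M1 receptor as counterscreen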
CHRM1 antagonist: human CHRM1 antagonism. CHO-K1 hM1, Fluo-8 calcium fluorescence, ACh EC80 antagonist. inhibition, % at 3 µM. hit rate 1.3% among 360,000;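 active = percent inhibition above its own plate's cutoff, namely the mean of that plate's compound wells plus 3 SD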;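 note: peak over basal fluorescence ratio during 140 s after agonist addition; 0% = ACh EC80 plus DMSO and 100% = DMSO alone without agonist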
CHO-K1 Ca antag: M1 antagonist counterscreen hit in parental CHO-K1 cells. ATP-induced calcium, Fluo-8 fluorescence. hit rate 0.6% among 360,000. inhibition, % at 3 µM. AID 602250;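 active = inhibition above a per-plate cutoff, the plate's mean sample inhibition plus 3 SD, cut at about 24% in these data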;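 note: 0% = DMSO plus EC80 ATP and 100% = DMSO alone without ATP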
CHO parental Ca: signal in parental CHO cells, OX1R antagonist counter-screen; parental CHO-K1, ATP-induced calcium, Fluo-8 fluorescence; inhibition, % at 5.6 µM; hit rate 0.63% among 330,000; AID 463079;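 active = inhibition above that plate's mean sample inhibition plus 3 SD, cut at about 26% in these data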;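 note: 0% = ATP-challenged DMSO wells and 100% = DMSO wells without ATP; some compounds past the cut are filed as inactive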
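Assay system: untransfected parental CHO cell line. Also added: ATP agonist challenge. Dosing: one dose, 5.6 µM nominal. Measured by: Fluo-8 fluorescence. Read-out: % inhibition. Benchmarks: ATP wells versus no-ATP DMSO wells. Repeats: no replicates.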
M4 antag: blocks acetylcholine activation of human M4 receptor; AID 624125; inhibition, % at 3 µM; P08173; CHO-hM4 cells, ACh EC80, Fluo-8 calcium fluorescence; hit rate 0.73% among 360,000;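 active = inhibition above its plate's cutoff, the mean inhibition of sample wells plus 3 SD, cut at about 27% in these data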;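 note: 0% = acetylcholine EC80 with DMSO and 100% = DMSO without agonist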
Starred values were filed as active, the others as inactive; · = not tested or not shown.

1	Cc1cccc(OCC(=O)NNC(=O)c2ccccc2OCc2c(C)noc2C)c1
2	c1ccc(-c2nnc(CN3CCN(C(c4ccccc4)c4ccccc4)CC3)o2)cc1
3	COc1cc(OC)cc(C(=O)NC(=S)Nc2ccc3[nH]c(=O)[nH]c3c2)c1
4	Cc1cc(CN(C)C(=O)c2cc(COc3ccc(C)c(C)c3)on2)on1
5	COc1ccc(OCC(=O)N/N=C(\C)CC(=O)Nc2cccc([N+](=O)[O-])c2)cc1
6	COc1ccc(C(=O)NC2CCN(CC(=O)N3CCCCC3)CC2)cc1
assay / compound,1,2,3,4,5,6
CHRM4 agonist,5,-2,0,6,0,-1
M1 PAM,1,15,-5,0,7,9
M1 ag,-3,2,-3,-3,-4,-5
OXTR potentiate,0,-1,-1,-12,-8,-1
CHO-K1 Ca ag,0.9,-0.4,0.7,4.2,12,0.2
CHRM1 antagonist,6,-4,19,-2,0,-13
CHO-K1 Ca antag,-3,-13,-9,-5,11,0
CHO parental Ca,-21,-13,-3,-19,-19,2
M4 antag,7,-15,5,-9,3,8

7	CCc1ccc(N2CC(C(=O)OCC(=O)NC3CC3)CC2=O)cc1 (stereo unspecified)
8	Cc1cc(C)cc(N(CC(=O)N2CCOCC2)S(=O)(=O)c2ccccc2)c1
9	CC(C)OC(=O)CSc1nc(Cc2cccs2)nc2ccccc12
10	CCCCOc1ccc(C(=O)N/C(=C\c2ccc([N+](=O)[O-])cc2)C(=O)OCc2ccco2)cc1
11	CC(=O)c1ccc2cccc3c2c1N=CN3C
12	COc1ccc(NC(=O)CN(C)S(=O)(=O)c2ccc3c(c2)CC(C)N3C(C)=O)cc1OC (stereo unspecified)
assay / compound,7,8,9,10,11,12
CHRM4 agonist,0,0,5,1,2,7
M1 PAM,-1,5,-11,-4,-2,-6
M1 ag,-4,-4,-9,-6,-1,0
OXTR potentiate,1,-15,-3,-13,-2,-6
CHO-K1 Ca ag,-0.1,0.3,2.8,0.3,-0.1,8.0
CHRM1 antagonist,-8,-7,2,0,-17,10
CHO-K1 Ca antag,-9,-11,-2,-4,4,-10
CHO parental Ca,4,-3,-18,-5,1,-3
M4 antag,-9,-7,-6,-5,-5,7

13	NS(=O)(=O)c1ccc(NC(=O)COC(=O)c2cnccn2)cc1
14	O=C(Nc1cccc(C(F)(F)F)c1)C1CCCN1S(=O)(=O)c1cccc2cccnc12 (stereo unspecified)
15	CC(C)c1ccc(S(=O)(=O)N2CCN(C(=O)CN3C(=O)c4ccccc4C3=O)CC2)cc1
16	Cc1cccc(OCC(=O)N2CCN(C(=O)c3ccco3)CC2)c1
17	CCOC(=O)c1c(C)[nH]c(C(=O)OCC(=O)N2c3ccccc3CC2C)c1C (stereo unspecified)
18	CCOc1ccccc1NC(=S)N(CCCN1CCOCC1)Cc1cn(C)c2ccccc12
assay / compound,13,14,15,16,17,18
CHRM4 agonist,1,9,0,2,2,2
M1 PAM,9,-2,13,16,-4,5
M1 ag,-2,0,-1,-6,-4,-3
OXTR potentiate,-23,-8,-2,0,-11,-4
CHO-K1 Ca ag,1.2,7.2,0.8,0.9,0.8,-0.1
CHRM1 antagonist,-4,3,-17,-10,5,-4
CHO-K1 Ca antag,-15,-11,-11,0,-24,2
CHO parental Ca,1,-20,-8,-8,-27,-28
M4 antag,-1,-3,-5,-9,-6,0

19	c1ccc2c(c1)nc(N1CCCCCC1)c1ccccc12
20	COc1ccccc1N/N=C/c1c(CO)cnc(C)c1O
21	CCN(CC)CCCNc1oc(-c2ccc(OC)c(OC)c2)nc1C#N
22	Cc1[nH]c(C)c(S(=O)(=O)Nc2ccccc2Cl)c1C(=O)N1CCCC1
23	Cc1ccc(S(=O)(=O)Oc2ccc(/C=N/NC(=O)c3ccncc3)cc2)cc1
24	CCOc1ccccc1N1CC(C(=O)Nc2cc(Cl)ccc2-n2cncn2)CC1=O (stereo unspecified)
assay / compound,19,20,21,22,23,24
CHRM4 agonist,-1,3,0,1,2,2
M1 PAM,1,-3,11,3,1,8
M1 ag,-3,0,-6,-3,0,-2
OXTR potentiate,4,-4,-22,-8,-15,-3
CHO-K1 Ca ag,-0.3,0.6,0.0,1.1,2.2,1.5
CHRM1 antagonist,9,8,-11,0,-2,-10
CHO-K1 Ca antag,-5,-27,12,-9,4,-13
CHO parental Ca,-13,-11,-21,1,3,-18
M4 antag,-2,-10,12,-12,3,2

25	Cc1c(C)c2ccc(OCC(=O)NCc3ccccn3)cc2oc1=O
26	Cc1ccccc1C(=O)N1CCC(C(=O)NC(C)c2ccc(-n3ccnc3)cc2)CC1 (stereo unspecified)
27	O=C(O)COc1ccc(/C=N/Nc2nc(Nc3ccccc3)nc(N3CCCCC3)n2)cc1
28	Cc1cccc(OCCC(=O)Nc2c(C)n(C)n(-c3ccccc3)c2=O)c1
29	CCOC(=O)C1(CCc2ccccc2)CCN(C(=O)CCc2cnccn2)CC1
30	CC(C)(C)CNC(=O)C1(C)CCN1C(=O)Cc1ccc(-c2ccccc2)cc1 (stereo unspecified)
assay / compound,25,26,27,28,29,30
CHRM4 agonist,0,1,0,1,3,7
M1 PAM,0,2,9,5,6,-9
M1 ag,-2,-6,-7,-2,-6,1
OXTR potentiate,0,-3,-2,-15,9,·
CHO-K1 Ca ag,0.6,0.2,0.2,-0.3,1.4,9.5
CHRM1 antagonist,-4,-7,-10,-26,-12,4
CHO-K1 Ca antag,-4,6,-5,-1,-13,-11
CHO parental Ca,-5,-6,-9,-6,-28,·
M4 antag,4,5,-5,-9,-16,9

31	Cc1onc(-c2c(F)cccc2Cl)c1C(=O)Nc1c(C)n(C)n(-c2ccccc2)c1=O
32	CC(C)(C)NC(=O)C1Cc2ccccc2CN1 (stereo unspecified)
33	CCOc1ccc(C(=O)OC(C)C(=O)N2CCN(Cc3ccccc3)CC2)cc1 (stereo unspecified)
34	COC(=O)C1=C(C)n2cnnc2NC1c1ccc(Cl)cc1 (stereo unspecified)
35	O=C1NCC(NC(=O)C(F)(F)F)c2cc3c(cc21)OCO3 (stereo unspecified)
36	CCN(CC(=O)Nc1ccc(NC(C)=O)cc1)C(=O)c1cccc(S(=O)(=O)N2CCc3ccccc3C2)c1
assay / compound,31,32,33,34,35,36
CHRM4 agonist,1,0,3,1,0,0
M1 PAM,9,11,3,8,3,3
M1 ag,-12,-15,-3,-5,-2,-5
OXTR potentiate,3,-14,-1,5,1,-1
CHO-K1 Ca ag,0.1,-0.2,0.4,2.7,-0.2,-0.3
CHRM1 antagonist,-14,-6,-9,-9,-2,-4
CHO-K1 Ca antag,-22,-2,-8,15,0,22
CHO parental Ca,4,-3,-19,-20,-12,-14
M4 antag,-8,-8,-2,-7,-4,-4

Part of the list above in a different format:
Every second line gives: CHRM4 agonist	M1 PAM	M1 ag	OXTR potentiate	CHO-K1 Ca ag	CHRM1 antagonist	CHO-K1 Ca antag	CHO parental Ca	M4 antag
(22) Cc1[nH]c(C)c(S(=O)(=O)Nc2ccccc2Cl)c1C(=O)N1CCCC1
 : 1	3	-3	-8	1.1	0	-9	1	-12
(23) Cc1ccc(S(=O)(=O)Oc2ccc(/C=N/NC(=O)c3ccncc3)cc2)cc1
 : 2	1	0	-15	2.2	-2	4	3	3
(24) CCOc1ccccc1N1CC(C(=O)Nc2cc(Cl)ccc2-n2cncn2)CC1=O (stereo unspecified)
 : 2	8	-2	-3	1.5	-10	-13	-18	2
(25) Cc1c(C)c2ccc(OCC(=O)NCc3ccccn3)cc2oc1=O
 : 0	0	-2	0	0.6	-4	-4	-5	4

Later entries.
37	CCOc1ccc(CCN2C(=S)N([C@@H](CC(C)C)CN3CCC[C@@H]3CN3C(=S)NC[C@@H]3CC(C)C)C[C@@H]2Cc2ccc(O)cc2)cc1
38	CCCC(=O)Nc1ccc2c(c1)nc(CCN1CCCCC1)n2C
39	Nc1c(C(=O)NCC2CCCO2)sc2nc3c(c(-c4ccco4)c12)CC/C3=C\c1ccco1 (stereo unspecified)
40	C#CCNC(=O)C1=C[C@@H](C2CC2)C[C@@H](OCCCCO)O1
41	COc1ccc(C)cc1NC(=O)CN1C(=O)COc2ccc(S(=O)(=O)N3CCOCC3)cc21
42	COc1ccc(NC(=O)CSCC(=O)N2CCN(c3cccc(C(F)(F)F)c3)CC2)cc1
assay / compound,37,38,39,40,41,42
CHRM4 agonist,-1,0,1,1,1,10
M1 PAM,2,-5,9,10,12,0
M1 ag,-8,-9,-3,-4,-5,-2
OXTR potentiate,·,-2,·,-1,8,-9
CHO-K1 Ca ag,0.4,-0.3,0.1,0.7,0.7,9.8
CHRM1 antagonist,5,5,-5,-9,-15,4
CHO-K1 Ca antag,9,-9,-3,-5,-6,7
CHO parental Ca,·,12,·,-22,-19,-19
M4 antag,2,14,-1,-5,-9,2

43	CN(C)S(=O)(=O)N(CC(=O)NCCSCc1ccc(Cl)cc1)c1ccccc1
44	COC(=O)c1cc(N2CCNCC2)nc2ccccc12
45	CSc1cccc(NC(=O)/C=C/c2ccccc2)c1
46	O=C(O)COc1ccccc1-c1ccccc1
47	Cc1ccc(S(=O)(=O)N2CCC(=O)N(CCOC(=O)Nc3ccc(C)c(C)c3)CC2)cc1
48	C#CCOCCOCCOCCNc1nc(N2CCN(C(=O)[C@H](CCCCN)n3cc([C@@H](N)C(C)CC)nn3)CC2)nc(N2CCN(C(=O)[C@H](Cc3cc4ccccc4[nH]3)n3cc([C@@H](N)C(C)CC)nn3)CC2)n1 (stereo partly specified)
49	Cc1c(Cl)cccc1NC(=O)CCCn1nc([N+](=O)[O-])cc1C
assay / compound,43,44,45,46,47,48,49
CHRM4 agonist,8,1,0,0,6,1,1
M1 PAM,2,6,0,5,5,7,8
M1 ag,-6,-6,-6,-2,-3,-8,-4
OXTR potentiate,-20,-5,1,-9,-18,-8,-3
CHO-K1 Ca ag,1.8,1.1,2.0,1.0,2.2,0.4,1.6
CHRM1 antagonist,0,-8,-1,-8,-2,-6,-12
CHO-K1 Ca antag,4,-18,-4,-9,-14,-16,-11
CHO parental Ca,-26,-6,-23,11,-19,6,1
M4 antag,-5,6,0,0,1,-6,-10

Random draw from the library. Share with any hit: about 2.9%.
